# Screening results (PubChem BioAssay)
# GALK inh = galactokinase (human) inhibition. Potency, µM (doses to about 57.5 µM), inactives show top-dose activity change, negative = inhibition, most hits filed as inhibitors. P51570. Purified GALK, Kinase-Glo residual ATP luminescence. hit rate 0.007% among 270,000; further: potency means the concentration at half of the fitted maximal effect; on the % scale 0 is the no-effect control and ±100 the full control effect
# Target sequence (P51570 whole entry, looked up): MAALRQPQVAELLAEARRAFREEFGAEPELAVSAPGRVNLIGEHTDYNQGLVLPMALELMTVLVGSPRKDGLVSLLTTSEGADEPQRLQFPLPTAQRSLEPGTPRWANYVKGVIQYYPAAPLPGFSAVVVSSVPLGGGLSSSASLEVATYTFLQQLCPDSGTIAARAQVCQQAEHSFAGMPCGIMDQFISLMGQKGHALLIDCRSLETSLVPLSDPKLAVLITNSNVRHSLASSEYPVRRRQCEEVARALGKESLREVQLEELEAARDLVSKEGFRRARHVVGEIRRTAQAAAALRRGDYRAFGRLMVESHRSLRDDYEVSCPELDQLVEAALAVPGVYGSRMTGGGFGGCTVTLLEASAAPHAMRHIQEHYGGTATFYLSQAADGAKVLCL
#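 5 nM enzyme, 35 uM ATP, 100 uM galactose, 20 mM HEPES pH8.0, 5 mM MgCl2; 1 h RT; residual ATP by Kinase-Glo Plus luminescence, qHTS format.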
# A-T KAP1 phos = potential ataxia-telangiectasia treatments restoring KAP-1 phosphorylation; […] A-T fibroblasts, KAP-1 phosphorylation AlphaLISA; neocarzinostatin DNA damage 30 min before lysis; Potency, µM (series often up to 57.5 µM), without a hit: at the top dose activation, hits mostly activators; hit rate 0.19% among 320,000; AID 485349; further: potency means the concentration at half of the fitted maximal effect; % of control where 0% means no effect; nearly all actives have a fitted effect of over 45% in size
#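 hTERT-immortalized A-T patient fibroblasts ([…]), 500 cells/well in OPTI-MEM, 1% FBS, got compounds for 60 min, then NCS for 30 min at 37C. Lysates were then assayed for phospho-KAP-1 by AlphaLISA (anti-pKAP1 donor, anti-KAP1 acceptor beads), 6 hr at 25C.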
# TSHR antag = human thyrotropin receptor antagonism | P16473 | TSHR-expressing cells, TSH-stimulated cAMP HTRF, 2 h; active compounds read low | activity change, negative = inhibition, % at 11.5 µM | hit rate 0.2% among 330,000 | AID 504810;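 active means activity change below a set negative limit, meaning inhibition stronger than a set level, cut at about -70% in these data; inconclusive means activity change between two set negative limits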; further: on the % scale 0 is the no-effect control and ±100 the full control effect
#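 TSHR-expressing cells were treated with compounds, then stimulated with TSH at EC80 (4nM final) for 2 hours at 37 deg C. Cellular cAMP was measured by HTRF competition between lysate cAMP and cAMP-d2 for a cryptate-labelled anti-cAMP antibody.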
# Chronic BCR inh = blocks chronic active B-cell receptor signaling; ABC-DLBCL IkBa-CBG/CBR reporter, luminescence ratio, 4 h; hit rate 0.05% among 340,000; Potency, µM (doses to about 46.1 µM), for inactives: at the top dose ratio change, negative = lower green/red ratio, most hits filed as inhibitors; AID 493014; active means well fitted inhibition curve with a large enough effect in the signal ratio, with a control signal flat, not every such curve was filed as active; inconclusive means small, poorly fitted or top-dose-only effect, or effect the other way, or a change in a side signal; the % refers to the signal ratio;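 further: potency means the concentration at half of the fitted maximal effect; plate controls were basal doxycycline-induced cells for no effect and cells given 10 µM MG132 for full effect; MG132 reads +100%, hits lower the ratio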
#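 Doxycycline induced both beetle luciferases in TMD8 lymphoma cells; IKK-driven degradation limits the IkappaBalpha-fused green signal, while red luminescence normalises for cell number and nonspecific effects. Compounds tested up to 46 uM, 4 hrs.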
# Coupling enz = inhibits coupling enzyme system, counter-screen for aldolase hits. hit rate 0.67% among 290,000. coupling enzyme system counterscreen, AmpLite Red fluorescence. AID 2472. activity change, negative = inhibition, % at 58.2 µM, hits read low; in the data active means activity change below about -30%; further: on the % scale 0 is the no-effect control and ±100 the full control effect
#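 Coupling enzymes only (glyceraldehyde-3-phosphate) + compound, at 57.5 uM final, 10 min RT; add substrate/coupling/AmpLite Red mix, 20 min RT; fluorescence ex 525/em 598 nm. Actives flag coupling-system interference.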
# hERG WT inh = KCNH2 (human, wildtype) channel inhibition; U2OS, BacMam KCNH2, thallium flux FluxOr; active compounds read low; activity change, % at 1.84 µM; hit rate 0.37% among 340,000;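 active means maximum activity change below -70%; inconclusive means maximum activity change between -70% and -50%; inactive means maximum activity change above -50%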; further: on the % scale 0 is the no-effect control and ±100 the full control effect
#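 U2OS cells were transduced with wild-type KCNH2 virus (2.03 x 10^8 / mL) for 4 h at room temperature, then cultured overnight at 37 C. Thallium flux was read with FluxOr dye. Rate constants were normalized to DMSO controls.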
# Tb PFK block = T. brucei PFK enzyme inhibition. hit rate 0.17% among 330,000. AID 485367. Potency, µM (titrated, usually from 57.5 µM), for the others: top-dose activity, negative = inhibition, usual class: inhibitors. T. brucei PFK, ADP-Glo luminescence;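 further: potency means the concentration at half of the fitted maximal effect; 0% = uninhibited 1x PFK enzyme wells and -100% = no-enzyme wells; nearly all actives have a fitted effect of over 60% in size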
# Target sequence (O15648 whole entry, looked up): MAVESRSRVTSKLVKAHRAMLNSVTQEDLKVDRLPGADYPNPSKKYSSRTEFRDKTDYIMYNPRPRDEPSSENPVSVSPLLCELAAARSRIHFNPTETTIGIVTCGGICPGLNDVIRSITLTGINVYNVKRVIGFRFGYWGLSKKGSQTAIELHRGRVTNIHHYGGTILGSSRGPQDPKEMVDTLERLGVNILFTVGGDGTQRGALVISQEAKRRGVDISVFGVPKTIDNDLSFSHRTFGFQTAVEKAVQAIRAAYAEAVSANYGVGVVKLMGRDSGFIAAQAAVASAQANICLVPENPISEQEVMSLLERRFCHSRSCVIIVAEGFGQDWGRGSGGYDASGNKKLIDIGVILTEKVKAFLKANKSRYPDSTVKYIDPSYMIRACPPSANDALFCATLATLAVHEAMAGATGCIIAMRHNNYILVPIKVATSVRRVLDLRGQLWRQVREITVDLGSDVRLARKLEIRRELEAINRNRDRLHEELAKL
#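 1.25 nM PFK with 0.5 mM F6P and 0.1 mM ATP in 0.1 M TEA pH 8.0, 5 mM MgCl2, incubated 45 min at room temperature; ADP measured by ADP-Glo luminescence; compounds titrated up to 57 uM.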
# Giardia kill = Giardia lamblia killing | Giardia lamblia trophozoite viability | activity change, % at 7.66 µM, hits read low | hit rate 0.15% among 340,000; in the data active means activity change below about -80%; inconclusive means between about -30% and that limit;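 further: parasites exposed to compound for two days anaerobically before the ATP read; on the % scale 0 is the no-effect control and ±100 the full control effect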
#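 Each well holds 100 Giardia trophozoites and compound. After two days (48 hrs) at 37 deg C in anaerobic conditions, ATP is quantified by luminescence.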
# MLL CXXC-DNA inh = blocks binding of human MLL CXXC domain to DNA. Q03164. MLL-CXXC / FITC-HOXA9 DNA fluorescence polarization. Potency, µM (series often up to 115 µM), inactives show at the highest dose activity change, negative = inhibition, hits mostly inhibitors. hit rate 0.037% among 290,000. AID 2662; active means well fitted inhibition curve with a large enough effect in the polarisation, with a control signal flat, not every such curve was filed as active; inconclusive means small, poorly fitted or top-dose-only effect, or effect the other way, or a change in a side signal; inactive means no such curve, though single readings can be large or run the other way; the % refers to the polarisation; further: potency means the concentration at half of the fitted maximal effect
#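 Steps: dispense CXXC domain solution (7 uM) → pin compounds or unlabeled HOX-A9 DNA control → 5 min ambient → add FLSN-HOX-A9 solution (50 nM) → spin → 30 min ambient → fluorescence polarization. Tris pH 7.5/NaCl/DTT/BSA buffer.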
# TCR activator = activators of T cell receptors; Potency, µM (doses to about 9.22 µM), inactives show top-dose activation of IL-2 secretion, actives largely listed as activators; 330,000 tested, under 10 active; primary human leukocytes, anti-CD3, IL-2 HTRF, 48 h; further: % of control where 0% means no effect
#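 Human primary leukocytes + a-CD3 beads + cpd, 48 hr; IL-2 in supernatant by HTRF (ex 320nm / em 665nm). No co-stimulatory signal supplied.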
# * = called active by the depositor; ? = inconclusive; / = no result given; [ ] = remark or other dose. Unless noted, the call rests on the fitted dose curve; in most records, active means well fitted curve in the direction sought with a large enough effect; inconclusive means small, poorly fitted or top-dose-only effect, or another doubt; inactive means no such curve, though single readings can be large; an effect the other way counts as inactive or inconclusive.
smiles	GALK inh	A-T KAP1 phos	TSHR antag	Chronic BCR inh	Coupling enz	hERG WT inh	Tb PFK block	Giardia kill	MLL CXXC-DNA inh	TCR activator
O=C(CCC1CCCC1)NCc1cccs1	-3%	-1%	-10	?	0	-7	0%	-9	13%	4%
C#CCOCCOCCOCCNc1nc(N2CCN(C(=O)[C@H](CCC(=O)O)n3cc(C(N)Cc4ccc(O)cc4)nn3)CC2)nc(N2CCN(C(=O)[C@H](CCCCN)n3cc(C(N)[C@H](C)CC)nn3)CC2)n1 (some centres not stated)	-2%	40µM*	22	1%	-1	/	-7%	/	15%	/
COc1ccc(NC(=O)c2ccc(-c3ccc(C)c4ccccc34)o2)cc1	/	2%	7	-6%	-21	-1	-1%	-1	13%	-65%
COc1ccc(N(CC(=O)N2CCc3ccccc3C2)S(=O)(=O)c2c(C)nn(C)c2C)cc1	2%	3%	-5	0%	-1	-12	-6%	-8	3%	12%
CCOc1ccc2nc(SCC(=O)NC3CC3)sc2c1	4%	7%	15	-1%	-5	18	-16%	17	-1%	-1%
Cc1ccc(NC(=O)c2ccc(OC(=O)COc3cccc(Cl)c3)cc2)cc1	-2%	5%	-3	?	0	0	0%	?	13%	-1%[46.1 µM]
COc1ccc(C=NOCC(=O)OCC(=O)Nc2ccc(OC)cc2)cc1	/	6%	-11	-6%	/	10	1%	14	/	-3%
CCN(CC)CCn1c2c(c(SCC(=O)Nc3cc(C)on3)nc1=O)CCCC2	/	0%	0	-4%	/	23	9%	-13	/	-10%
Cc1ccc(S(=O)(=O)Cn2nnnc2C(CC(C)C)N2CCN(c3ccc(F)cc3)CC2)cc1 (configuration not stated)	-3%	4%	-5	-3%	-4	-7	3%	-5	13%	-1%
C/C(=N\Nc1ccccc1)c1cccc(N)c1	-1%	5%	-11	3%	-1	-4	0%	-4	16%	-16%
Cc1cnn(C(=O)c2cc(-c3ccccn3)nc3ccc(Cl)cc23)c1	-4%	-9%	0	-2%	-12	4	4%	8	-3%	-8%
CCC(=O)NN1CCc2cc3ccc(C)cc3nc21	/	-1%	3	0%	5	-13	-4%	-6	2%	-3%
CC(C)C12CN3CC(C(C)C)(CN(C1)C3c1ccc([N+](=O)[O-])o1)C2=O (configuration not stated)	-1%	-12%	6	-1%	-3	-1	0%	?	-3%	-7%
Cc1ccc(C(=O)N/C(=C\c2ccc(-c3ccc(Br)cc3)o2)C(=O)NCCCN(C)C)cc1	-2%	0%	-11	?	-4	-80*	3%	3	30%	1%
O=C(CCCN1C(=O)/C(=C\c2ccccc2)SC1=S)Nc1ccc(O)cc1C(=O)O	3%	19%	-2	?	/	2	-3%	5	4%	9%
CCOC(=O)c1ccc(NC(=O)CN2C(=O)CSC2=O)cc1	4%	27%	0	?	-7	-6	-2%	8	2%	-3%
O=C(COC(=O)/C=C/c1ccc(Br)o1)Nc1ccc2[nH]c(=O)[nH]c2c1	/	-8%	-4	2%	/	/	?	/	/	/
O=C(CCCCCn1c(=S)[nH]c2ccc(N3CCOCC3)cc2c1=O)NCCc1ccccc1	3%	-13%	23	-1%	1	3	9%	12	5%	0%
CCOc1ccc(C(=O)NC(=S)N(Cc2ccccc2)Cc2ccccc2)cc1	5%	5%	0	?	1	-44	1%	-13	2%	11%
FC(F)(F)c1nc(N2CCN(c3ccccc3)CC2)nc2c1CCCCC2	-3%	8%	-21	2%	-1	1	0%	-20	-6%	0%
COc1ccc(C(=O)N/C(=C\c2ccc([N+](=O)[O-])cc2)C(=O)NC(CCSC)C(=O)O)cc1 (configuration not stated)	0%	1%	9	-9%	5	-5	2%	-15	2%	0%
CCn1c(SCC(=O)Nc2cccc(OC)c2)nc2ccccc2c1=O	-7%	10%	4	?	1	2	8%	21	-2%	-11%
CCCS(=O)(=O)Nc1cccc(-c2ccc3nnc(C)n3n2)c1	2%	-6%	5	-23%	1	/	0%	-20	-4%	7%
O=C(CNC(=O)COc1ccccc1)NCc1cccnc1	-2%	6%	0	1%	3	-2	2%	-8	0%	-4%
COc1cc(/C=C/C(=O)Nc2nnc(CC(C)(C)C)s2)cc(OC)c1OC	/	1%	6	6%	8	-12	-2%	-3	9%	-11%[46.1 µM]
COC(=O)c1sc(NC(=O)CSc2nnc(C(C)C)n2C)nc1C	1%	2%	-6	?	2	13	-1%	14	-9%	13%
CCOC(=O)N1CCC(NC(=O)CNS(=O)(=O)c2ccc(Br)s2)CC1	0%	/	3	-6%	7	-3	0%	2	20%	-4%
Cc1ccc2c(c1)[C@H]1[C@H](CO2)[C@H](c2ccccc2)[C@]2(C)C(=O)Nc3cc(F)c(F)cc3C(=O)N12	/	3%	-1	?	/	2	0%	-2	/	8%
O=C(CCN1C(=O)c2ccccc2C1=O)C1=NN[C@@H]2C(=O)N(c3ccc4c(c3)OCO4)C(=O)[C@H]12	0%	-6%	0	8%	3	-2	-9%	0	-11%	-2%
COCCn1nnnc1C(c1ccc2ncccc2c1)N1CCN(c2ccccc2F)CC1 (configuration not stated)	4%	7%	0	0%	3	14	0%	8	19%	8%
Cc1ccc(-c2cc(C(=O)OCC(=O)NC3CC3)c3ccccc3n2)cc1	/	6%	-18	10%	/	13	-6%	1	/	/
Cc1ccc(S(=O)(=O)N2CCCCCC2)cc1C(=O)Nc1cccnc1	-1%	4%	-12	-3%	1	7	1%	11	7%	0%
CCN(CC(=O)Nc1ccc(S(=O)(=O)N2CCCCC2)cc1)Cc1ccccc1	/	6%	4	1%	/	-16	0%	32[activator]	/	2%
COc1ccc(C/C(=N\OC(C)=O)c2ccc(OC)cc2)cc1	7%	1%	-13	0%	1	-5	-3%	25	-5%	-2%
COc1cc(CNn2c(C)n[nH]c2=S)cc(Cl)c1OCc1ccc(F)cc1	0%	2%	-14	?	-21	-8	-7%	0	21%	-8%
CCCCc1[nH]nc2c1C1(C(=O)N(CC)c3ccccc31)C(C#N)=C(N)O2 (configuration not stated)	1%	0%	8	?	1	6	1%	-7	-3%	-5%
COc1ccc(/C=C/C(=O)NC(=S)Nc2ccccc2)cc1OC	/	20%	-2	-1%	3	5	-3%	2	14%	0%
COc1ccc(C2CC23N=C(c2ccccc2)OC3=O)cc1 (configuration not stated)	0%	11%	7	5%	0	-3	-2%	-5	12%	4%[46.1 µM]
CC(=O)NC(c1ccco1)c1cc(Cl)c2ccc(N3CCCCC3)nc2c1O (configuration not stated)	/	-5%	7	-5%	/	/	2%	/	/	/
Cc1c(-c2ccccc2)oc2c(C(=O)OCC(=O)Nc3ccc(F)cc3)cccc2c1=O	/	4%	0	0%	3	3	-1%	1	13%	-1%[46.1 µM]
CCC(C)NC(=O)CSc1nc2ccccc2c(=O)n1CCCC(=O)NCC1CCCO1 (configuration not stated)	-1%	-6%	-7	-3%	0	-1	0%	10	4%	-1%
O=C(COC(=O)CSCC(=O)N1CCCCC1)Nc1ccc(Cl)cc1	-1%	7%	-14	4%	-1	-7	1%	4	-1%	3%
CCn1c(/C=C/c2ccc([N+](=O)[O-])o2)nc2ccccc2c1=O	0%	-1%	-4	-26%	4	12	0%	?	?	/
CCCNC(=O)C(Cc1ccc(I)cc1)NC(=O)C1CC1 (configuration not stated)	/	-7%	8	11%	/	-43	5%	-18	/	-2%
CCOc1ccc(S(=O)(=O)Nc2ccc(C(=O)NCC(c3ccccc3)N(C)C)cc2)cc1 (configuration not stated)	2%	17%	2	-1%	2	25	-2%	-4	2%	1%
CNc1ccc(/C=C2\COc3ccccc3C2=O)cc1[N+](=O)[O-]	-7%	1%	7	3%	5	-3	-3%	4	-11%	-2%
O=C(Nc1ccc(S(=O)(=O)N2CCCCC2)cc1)c1ccncc1	3%	10%	-13	-1%	2	9	1%	20	-4%	-4%
O=C(Nc1nc(=O)c2ccccc2s1)c1ccccc1	-1%	2%	-12	?	0	-17	0%	-8	19%	-4%
CCOC(=O)C1CCCCN1C(=O)CCc1c(C)nc2cc(-c3ccccc3)nn2c1C (configuration not stated)	1%	3%	-17	?	1	14	3%	10	-4%	-5%
CC[C@@H]1CC=C[C@H]2[C@H]1C(=O)N(Cc1ccccc1)[C@H]2c1ccc(OC)c(Cl)c1	4%	6%	-3	-1%	-2	0	0%	-4	-5%	3%
CCn1c(SCc2nc(-c3cccs3)no2)nnc1-c1c[nH]c2ccccc12	0%	-1%	-4	-8%	3	13	-1%	4	2%	4%
